Assay outcomes (PubChem BioAssay)
HSF-1 act – increases HSF-1 driven luciferase reporter signal | NIH3T3-HGL HSF-1 luciferase reporter, MG132, 8 h; 100% = twice DMSO control signal | activation, % at 9 µM | AID 504408 | 300,000 tested, 1.7% active;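 active = mean replicate activation of at least 50% with a set share of replicates each reaching 50%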;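 also: 0% = median of the neutral control wells and 100% = twice that signal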
AI-2 QS modul – Vibrio harveyi AI-2 quorum sensing modulation; Vibrio harveyi JMH597 AI-2 luminescence/OD600 ratio, 9 h; hits give low values; strain lacks LuxN and CqsS sensors; 0 = neutral-control median; activity change, % at 7.5 µM; 300,000 tested, 0.4% active; in the data active = activity change below about -75%, passing the limit was not always enough;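 also: luminescence divided by OD600 gain over 9 h not by final OD600 alone; inactives centre near 13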
HSP90 refold inh – HSP90 refolding inhibition in rabbit reticulocyte lysate; luciferase refolding luminescence, 3 h; inhibition, % at 5.6 µM; 290,000 tested, 0.91% active; AID 1789;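 active = inhibition above the screen-wide mean plus 3 SD, computed separately per campaign, cut at about 16% in these data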;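 also: 0% = DMSO wells and 100% = 60 µM geldanamycin wells; inhibitors lower the luminescence because luciferase stays unfolded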
HIF activator – HIF pathway transcriptional activation; U2OS HRE-luciferase reporter, luminescence; normalized: DMSO 0%, desferrioxamine 100%; activation, % at 7.5 µM (by protocol); 300,000 tested, 0.32% active; AID 1910;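 active = mean activation of at least 10% of the iron chelator positive control signal, with at least half of replicates also reaching 10%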
SKKanGAS inh – inhibitors of SKKanGAS S. pyogenes growth in kanamycin (SK-promoter or general growth effect) | BacTiter-Glo, 6 h | inhibition, % at 7.5 µM | 300,000 tested, 1.3% active | AID 1662;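 active = mean replicate score, as percent of positive control median, at least 50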;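 also: strain carries kanamycin resistance gene driven by streptokinase promoter and grows in 40 µg/ml kanamycin; loss of luminescence reflects streptokinase promoter inhibition or plain growth inhibition; 0% = median of DMSO wells and 100% = positive control at its reference dose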
Platelet DG rel – modulates dense granule release in human platelets | AID 1663 | inhibition, %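 (compounds screened at 7.5 µM in platelet-rich plasma)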 | human platelet-rich plasma, SFLLRN dense granule ATP release, luminescence | 300,000 tested, 0.22% active;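 active = mean replicate score, as percent of positive control, at or above 50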
HSF1 inh – HSF1 inhibition; NIH3T3-HGL HSE-luciferase, MG132-induced, luminescence 8 h; hits give low values; activity change, negative = inhibition, % at 7.5 µM (by protocol); 300,000 tested, 0.77% active; AID 2098;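 active = more than half of replicate wells show activity change below -50%, luminescence cut by over half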;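 also: luciferase reports HSF-1 transcriptional activity via heat shock element; 0% = median of DMSO wells and -100% = zero luminescence signal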
IEC-6 cytotox – kills IEC-6 intestinal cells in KLF5 counter-screen; AID 1825; 290,000 tested, 0.78% active; inhibition, % at 5 µM; IEC-6 cytotoxicity, luminescence viability; in the data active = inhibition above about 22%;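 also: 0% = plate median of test compound wells and 100% = cytotoxic reference compound wells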
aSyn 5UTR inh – MLPCN primary screen, SNCA 5' untranslated region | alpha-synuclein 5'UTR reporter, inhibitor activity | inhibition, % (tested at 7.5 µM) | 300,000 tested, 0.82% active | AID 1813; in the data active = inhibition above about 60%;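 also: H4 neuroglioblastoma cells stably carrying SNCA 5'UTR luciferase fusion; 0% = DMSO wells and 100% = positive control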
KLF5 inh – suppresses KLF5 promoter-driven expression; DLD-1 KLF5 promoter-luciferase reporter, luminescence; inhibition, % at 5 µM; 290,000 tested, 0.23% active; AID 1700;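 active = inhibition above a per-plate limit of that plate's mean compound inhibition plus 3 SD, cut at about 60% in these data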;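 also: 0% = DMSO wells and 100% = LY294002 at 200 µM; higher means less KLF5 promoter-driven luciferase light; inactives centre near -14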
The depositor's hits bear a star; / = no result given; & = joins results of further samples. This is a subset. The share of hits here may be higher or lower than overall.

(1) CN1C(=O)C(=Cc2coc3ccccc3c2=O)C(=O)N(C)C1=O
(2) Cn1cc(C(=O)c2ccccc2)c2ccccc21
(3) CN1CC=C(c2c[nH]c3ccccc23)CC1
(4) CCN(CC)CCN=Cc1c(O)n(Cc2ccccc2)c(=O)[nH]c1=O
(5) CCOP(=O)(OCC)/C(C#N)=C/c1ccc(Br)cc1
assay / compound	1	2	3	4	5
HSF-1 act	3	-11	-12	6&5	19
AI-2 QS modul	-10	2	15	15&16	8
HSP90 refold inh	4	2	-2	0&2	4
HIF activator	-0.8	0.2	0.4	0.3&0.0	-0.2
SKKanGAS inh	8	-2	-7	4&-9	16
Platelet DG rel	-6	11	5	-5&0	-4
HSF1 inh	2	-1	-2	-5&1	11
IEC-6 cytotox	-2	3	-1	-1&-1	-1
aSyn 5UTR inh	11	22	-5	19&-2	-26
KLF5 inh	-23	-29	15	-8&-17	0

(6) CNC(=O)O/N=C(\N)Cc1csc2ccccc12
(7) CCc1nccc2c1[nH]c1ccccc12
(8) CN1C2CCC1CC(OC(=O)c1ccc(Cl)cc1)(C(=O)O)C2 (stereo unspecified)
(9) CCCNC(=O)N1[C@H]2CC[C@@H]1C(C(=O)OC)=C(c1ccc(S(C)(=O)=O)cc1)C2
(10) COc1cc2ccc(=O)oc2c2ccoc12
assay / compound	6	7	8	9	10
HSF-1 act	13	-3	-1	-7	2
AI-2 QS modul	30	6	-5	25	-2
HSP90 refold inh	1	/	3	/	-2
HIF activator	0.2	0.4	0.4	-0.5	1.2
SKKanGAS inh	4	-2	-4	4	5
Platelet DG rel	18	2	-12	-1	-5
HSF1 inh	7	-1	-10	0	-4
IEC-6 cytotox	0	/	3	/	-1
aSyn 5UTR inh	0	17	-6	11	-13
KLF5 inh	16	/	-10	/	5

(11) O=[N+]([O-])c1ccc(N2CCNCC2)cc1Sc1ccccn1
(12) Cc1ccc(-c2nc3ccccc3c(=O)n2-c2ccc(Br)cn2)cc1
(13) FC(F)(F)c1ccc2c(c1)ncn2C1CCN(Cc2nnnn2C2CCCCC2)CC1
(14) O=C1NC(=O)C(=Cc2cc3c(cc2[N+](=O)[O-])OCO3)C(=O)N1
(15) O=[N+]([O-])c1ccc(NCCCN2CCOCC2)nc1
assay / compound	11	12	13	14	15
HSF-1 act	-36	9	-1	-10	5
AI-2 QS modul	9	14	20	25	-20
HSP90 refold inh	-1	-2	3	-3	-4
HIF activator	0.0	0.5	-0.5	-0.2	-2.2
SKKanGAS inh	-3	3	-3	-2	7
Platelet DG rel	3	11	0	-1	-6
HSF1 inh	-11	6	0	-9	-5
IEC-6 cytotox	-6	-3	0	-14	7
aSyn 5UTR inh	22	16	23	-2	-9
KLF5 inh	6	-10	11	-5	-16

9 structures out of the list, arranged by SMILES length, high to low:
(9) CCCNC(=O)N1[C@H]2CC[C@@H]1C(C(=O)OC)=C(c1ccc(S(C)(=O)=O)cc1)C2
(14) O=C1NC(=O)C(=Cc2cc3c(cc2[N+](=O)[O-])OCO3)C(=O)N1
(4) CCN(CC)CCN=Cc1c(O)n(Cc2ccccc2)c(=O)[nH]c1=O
(1) CN1C(=O)C(=Cc2coc3ccccc3c2=O)C(=O)N(C)C1=O
(15) O=[N+]([O-])c1ccc(NCCCN2CCOCC2)nc1
(6) CNC(=O)O/N=C(\N)Cc1csc2ccccc12
(2) Cn1cc(C(=O)c2ccccc2)c2ccccc21
assay / compound	9	14	4	1	15	6	2
HSF-1 act	-7	-10	6&5	3	5	13	-11
AI-2 QS modul	25	25	15&16	-10	-20	30	2
HSP90 refold inh	/	-3	0&2	4	-4	1	2
HIF activator	-0.5	-0.2	0.3&0.0	-0.8	-2.2	0.2	0.2
SKKanGAS inh	4	-2	4&-9	8	7	4	-2
Platelet DG rel	-1	-1	-5&0	-6	-6	18	11
HSF1 inh	0	-9	-5&1	2	-5	7	-1
IEC-6 cytotox	/	-14	-1&-1	-2	7	0	3
aSyn 5UTR inh	11	-2	19&-2	11	-9	0	22
KLF5 inh	/	-5	-8&-17	-23	-16	16	-29

(3) CN1CC=C(c2c[nH]c3ccccc23)CC1
(7) CCc1nccc2c1[nH]c1ccccc12
assay / compound	3	7
HSF-1 act	-12	-3
AI-2 QS modul	15	6
HSP90 refold inh	-2	/
HIF activator	0.4	0.4
SKKanGAS inh	-7	-2
Platelet DG rel	5	2
HSF1 inh	-2	-1
IEC-6 cytotox	-1	/
aSyn 5UTR inh	-5	17
KLF5 inh	15	/
